NCI-60 one-dose screen, 48 h, at 10 µM unless noted. Numbers give growth in % (100 = growth as untreated, 0 = no growth, -100 = all killed).
OVCAR-5 = OVCAR-5 ovarian cancer | AID 1794783 | 2.9% of 82,000 active
OVCAR-3 = OVCAR-3 ovarian cancer; 7% of 79,000 active; AID 1794787
IGROV1 = IGROV1 ovarian cancer; 4.7% of 79,000 active
DU-145 = DU-145 prostate cancer | AID 1794760 | 4.2% of 81,000 active
SK-OV-3 = SK-OV-3 ovarian cancer cells; 3.2% of 80,000 active
PC-3 = PC-3 prostate cancer cells; 3.9% of 80,000 active
OVCAR-4 = OVCAR-4 ovarian cancer cells; AID 1794784; 3.7% of 80,000 active
OVCAR-8 = OVCAR-8 ovarian cancer. 4.4% of 81,000 active
The depositor's hits bear a star; . = not tested or not shown; [ ] = remark or other dose. The calls were made as follows: active = growth percent below 10; inactive = the rest.

SMILES,OVCAR-5,OVCAR-3,IGROV1,DU-145,SK-OV-3,PC-3,OVCAR-4,OVCAR-8
O=C1N(Cc2cc(F)cc(C(F)(F)F)c2)c2ccccc2S(=O)(=O)N1c1cccnc1Cl,92,110,99,102,107,101,102,102
COC(=O)[C@@H](NC(=O)CNC(=O)[C@H]1CCCN1C(=O)C(Cc1ccccc1)NC(=S)Nc1cc(C(F)(F)F)cc(C(F)(F)F)c1)C(C)C (stereo partly specified),82,37,69,76,92,19,37,34
C=C(C)[C@@H]1CC[C@]2(C(N)=O)CC[C@]3(C)[C@H](CC[C@@H]4[C@@]5(C)CC[C@H](O)C(C)(C)[C@@H]5CC[C@]43C)[C@@H]12,-22*[100 µM],-47*[100 µM],-58*[100 µM],-33*[100 µM],-46*[100 µM],-24*[100 µM],.,-65*[100 µM]
Cc1ccc(-n2c(C(=O)NC3CC3)cc3cccnc32)cc1Cl,92,93,97,109,106,88,92,102
COc1cc2c(c(OC)c1OC)C(=O)CC(c1cccc(NC(=O)[C@H](C)N)c1)O2 (stereo partly specified),102,.,103,104,107,93,101,103
Cc1ccc(CSc2nc3ccccc3c(=O)n2CCc2ccc(S(N)(=O)=O)cc2)cc1,108,106,108,105,116,96,98,.
Cc1[nH]nc(C(N)=O)c1N=NN(C)C,104,128,84,117,102,93,109,94
CCc1cnn2c(NCc3ccc[n+]([O-])c3)cc(N3CCCC[C@H]3CCO)nc12,4.9*,12,5.6*,5.7*,-18*,-21*,-9.2*,-6.3*
O=C(O)CN1C(=O)CCC1=O,101,115,118,109,104,108,.,99
C/C(=N/O)c1ccc(NC(=O)CSc2nnc(-c3cc(-c4ccc(Cl)cc4)nc4ccccc34)n2-c2ccccc2)cc1,104,89,63,96,82,70,88,88
CCOc1ccccc1/C=N/Nc1nc2ccccc2o1,97,122,116,110,94,86,42,108
COc1cc(-c2nn(-c3cccc(NC(=O)CCN4CCN(c5ccccc5)CC4)c3)cc2-c2ccncc2)ccc1Cl,47,16,33,31,27,22,34,23
Cc1cccc(C(C)(C)C)c1,96,120,137,111,.,94,116,114
COc1ccc(/C(=N/N=C(N)N)c2ccc(F)cc2)cc1OC,96,112,88,103,111,90,111,97
O=C(/C=C/c1cc2ccccc2[nH]c1=O)/C=C/c1cc2ccccc2[nH]c1=O,16,-58*,-24*,10,8.8*,9.6*,38,4.1*

Whole records, quoted from the list. Screens in order: OVCAR-5	OVCAR-3	IGROV1	DU-145	SK-OV-3	PC-3	OVCAR-4	OVCAR-8
C/C(=N/O)c1ccc(NC(=O)CSc2nnc(-c3cc(-c4ccc(Cl)cc4)nc4ccccc34)n2-c2ccccc2)cc1 in the list: 104	89	63	96	82	70	88	88
Cc1cccc(C(C)(C)C)c1 in the list: 96	120	137	111	.	94	116	114

Later entries.
SMILES,OVCAR-5,OVCAR-3,IGROV1,DU-145,SK-OV-3,PC-3,OVCAR-4,OVCAR-8
Nc1ncnc2c1C(c1ccc(Cl)cc1)c1sc3c(F)cccc3c1O2 (stereo unspecified),98,95,76,96,103,81,73,94
COC(=O)c1ccc(N=C=O)cc1,106,106,89,109,99,95,106,101
Nc1cc2ccccc2c(=O)n1NC(=O)c1ccc([N+](=O)[O-])cc1,106,105,91,111,86,94,100,102
CCc1c(C)c2cc3nc(-c4ccc([N+](=O)[O-])cc4)oc3c(C)c2oc1=O,109,110,102,105,83,76,100,83
Cc1c(C(=O)N2CCN(c3ccccc3)CC2)nn(-c2ccc(Cl)cc2)c1-c1ccc(Cl)cc1,81,84,82,95,77,66,68,91
O=[N+]([O-])c1cccc(-c2nnc(CSc3nnc(-c4ccc(Cl)cc4)o3)o2)c1,111,108,109,108,108,98,102,98
O=c1[nH]cc(-c2ccccc2)c(=O)[nH]1,98,113,274,145,114,103,100,105
COc1cc(-c2nc3ccccc3s2)ccc1OCc1nc2n(n1)S(=O)(=O)c1ccccc1N2c1ccccc1,104,.,56,110,110,97,102,103
CC(c1ccc(Cl)cc1)N(CCN(C)C)c1ccccn1 (stereo unspecified),98,111,104,115,102,95,99,103
COC(=O)[C@@H](Cc1c[nH]c2ccccc12)NC(=O)[C@H](Cc1ccccc1)NCc1cccs1,102,105,86,104,93,75,70,92
CC1(c2ccc(Br)cc2)NC(=O)NC1=O (stereo unspecified),104,104,102,111,103,103,104,98
CCOC(=O)c1ccc(NCCC(C)=O)cc1,102,125,98,126,111,114,94,112
CNc1ccc(C(C)C)cc1,102,111,106,107,107,99,.,106
Cc1cn(-c2cc(C(=O)NCCNc3nccc(-c4c(-c5ccc(F)cc5)nc5sccn45)n3)cc(C(F)(F)F)c2)cn1,105,115,81,112,98,.,103,102
Cn1cc([C@@H]2Nc3ccc4[nH]ncc4c3[C@H]3[C@H]4CCC(C4)[C@H]32)c(C(F)(F)F)n1,79,35,57,73,77,52,77,63
CN1CCN(c2ccc(-c3c(C#N)c(-c4ccccc4)nc4c3c(-c3ccccc3)nn4-c3ccccc3)cc2)CC1,106,108,109,101,107,89,105,101
CC(=O)CCSCc1ccccc1,110,115,96,111,108,96,104,100
CCCOC(=O)c1nc(N(CC2CCCCC2)C(=O)NC)sc1/N=C/c1ccccc1,40,4.4*,19,45,25,25,35,29
COc1ccc(C(CC(=O)c2ccccc2)Sc2ccccc2N)cc1 (stereo unspecified),99,104,79,101,93,92,94,89
O=C1NC(=O)/C(=C/c2ccc3nccc(-c4ccncc4)c3c2)S1,-30*,-30*,-60*,2.9*,-60*,-25*,-23*,-19*
COc1ccc(OC)c(/C=C2\N=C(c3ccccc3)N(c3ccc(S(N)(=O)=O)cc3)C2=O)c1,103,103,55,97,96,75,83,89
O=C1CC(C(=O)NCc2ccc(Cl)cc2Cl)CN1 (stereo unspecified),97,107,103,101,97,94,99,92
COc1ccc(/C=N/NC(=O)C2CCC(=O)N2)cc1 (stereo unspecified),109,106,111,109,105,102,98,102
COCCN1CCN(c2ncc([N+](=O)[O-])c(N3CCN(CCOC)CC3)n2)CC1,96,108,98,100,100,.,92,103
C=CC[C@@H]1/C=C(\C)C[C@H](C)C[C@H](OC)[C@H]2O[C@@](O)(C(=O)C(=O)N3CCCC[C@H]3C(=O)O[C@H](/C(C)=C/[C@@H]3CC[C@@H](O)[C@H](OC)C3)[C@H](C)[C@@H](O)CC1=O)[C@H](C)C[C@@H]2OC,99,104,90,118,100,74,104,89
O=c1[nH]c(NCCc2cc3cc(F)ccc3[nH]2)nc2sc3c(c12)CCCC3,93,72,71,78,70,53,96,55
CCCCCCOc1ccc(/C=N/Nc2cc(C)nc3ccc(Cl)cc23)cc1,26,-97*,-79*,-49*,90,-39*,-58*,-36*
CCN(CC)CC(=O)Nc1nccs1,100,103,104,106,86,94,94,96
CSc1nc(Nc2ccc(NC(C)=O)cc2)c(C#N)c(-c2cccc([N+](=O)[O-])c2)n1,94,112,106,102,111,99,97,103
N=C(N)c1ccc(-c2ccc(-c3cc(F)cc(F)c3)o2)nc1,89,96,89,104,.,82,96,98
CCCC(O)C(C)(C(=O)O)c1ccccc1 (stereo unspecified),91,101,98,102,104,100,108,115
O=c1[nH]c2ccc(Cl)cc2[nH]c1=O,117,99,108,106,104,88,105,99
O=C(c1ccc(Cc2n[nH]c(=O)c3cccnc23)cc1)N1CCCCC1,100,109,106,114,111,97,115,103
O=C(NNC(=O)c1ccncc1)C1=CN=C2Sc3ccccc3N2[C@H]1c1ccccn1,96,100,96,98,101,102,101,98
Fc1ccc2c(c1)CC1C[C@@H](/C=C/c3ccccc3)N2O1 (stereo partly specified),106,107,74,109,117,.,84,98
COc1cccc(C(C)(c2c[nH]c3ccccc23)c2c[nH]c3ccccc23)c1,89,85,64,100,64,74,80,95
CC[N+](CC)(CC)Cc1ccccc1,109,104,117,103,102,86,97,104
CN(Cc1ccccc1)c1ncnc2[nH]ncc12,98,121,122,126,97,.,.,104
COc1cc(C(=O)/C=C/c2ccc(OCCCCCC[P+](c3ccccc3)(c3ccccc3)c3ccccc3)cc2)cc(OC)c1OC,-13*,-48*,-60*,-1.6*,-36*,-55*,10,-45*
CCOC(=O)/C(=C/c1ccc(C#N)cc1)N(CC)CC,119,110,102,107,109,93,118,100
Clc1ccc(OC2CCO2)cc1Cl (stereo unspecified),110,104,97,98,94,106,94,111
O=C(Cn1cc(Cn2c(=O)c(-c3nc4ccccc4[nH]3)cc3ccccc32)nn1)Nc1ccccc1,77,102,73,106,87,86,89,93
Cc1nnc(/N=C2\NC(=O)/C(=C/C=C/c3ccccc3)S2)s1,88,38,52,58,58,39,49,49
CN1CCN(c2ccc(-c3ccn4c(-c5ccnc6ccccc56)nnc4c3)cc2)CC1,109,101,95,99,94,88,96,80
O=C1CCC(c2ccccc2)=NN1,100,.,102,108,109,99,106,99
COc1ccc(C(=O)c2cc3c(N)c(C(=O)Nc4cccc(OC)c4)sc3nc2C)cc1,47,1.9*,38,16,36,29,50,15
O=C(Nc1ccc(-n2ccc3c(NC(=O)c4ccccc4)ncnc32)cc1)Nc1ccc(Cl)c(C(F)(F)F)c1,18,-87*,-3.2*,-23*,79,-39*,-43*,-25*
C=CCNC(=O)c1ccccc1SC(C)=O,136,99,120,101,111,98,87,117
COc1cc(C(N)=O)c(OC)c2c1OCO2,105,108,115,104,100,99,110,107
O=C1CCCN1CCn1cc(C(F)(F)F)c2c(Cl)ncnc21,111,102,105,113,99,108,103,96
C/C(=C(\c1ccc(OCCN2CCCCCC2)cc1)c1ccc(OC(=O)C2CCCCC2)cc1)c1ccc(Cl)cc1,90,100,89,97,107,61,91,91
O=C(NO)c1ccc(Cn2c3c(c4ccccc42)CS(=O)(=O)CC3)cc1,95,105,90,91,90,89,85,79
CC(C)CN1CCC(=O)NC1=O,109,106,109,110,95,95,110,108
CC(C)(C)NC(=O)c1c(-c2ccccc2)nc(SCc2cc(=O)oc3ccc(F)cc23)[nH]c1=O,106,107,106,105,85,92,110,98
CN(CC(=O)Nc1sc2c(c1C#N)CCCCC2)Cc1ccccc1,106,108,86,104,.,95,87,95

Structural class: those above containing an aryl methoxy group
SMILES,OVCAR-5,OVCAR-3,IGROV1,DU-145,SK-OV-3,PC-3,OVCAR-4,OVCAR-8
COc1cc2c(c(OC)c1OC)C(=O)CC(c1cccc(NC(=O)[C@H](C)N)c1)O2 (stereo partly specified),102,.,103,104,107,93,101,103
COc1cc(-c2nn(-c3cccc(NC(=O)CCN4CCN(c5ccccc5)CC4)c3)cc2-c2ccncc2)ccc1Cl,47,16,33,31,27,22,34,23
COc1ccc(/C(=N/N=C(N)N)c2ccc(F)cc2)cc1OC,96,112,88,103,111,90,111,97
COc1cc(-c2nc3ccccc3s2)ccc1OCc1nc2n(n1)S(=O)(=O)c1ccccc1N2c1ccccc1,104,.,56,110,110,97,102,103
COc1ccc(C(CC(=O)c2ccccc2)Sc2ccccc2N)cc1 (stereo unspecified),99,104,79,101,93,92,94,89
COc1ccc(OC)c(/C=C2\N=C(c3ccccc3)N(c3ccc(S(N)(=O)=O)cc3)C2=O)c1,103,103,55,97,96,75,83,89
COc1ccc(/C=N/NC(=O)C2CCC(=O)N2)cc1 (stereo unspecified),109,106,111,109,105,102,98,102
COc1cccc(C(C)(c2c[nH]c3ccccc23)c2c[nH]c3ccccc23)c1,89,85,64,100,64,74,80,95
COc1cc(C(=O)/C=C/c2ccc(OCCCCCC[P+](c3ccccc3)(c3ccccc3)c3ccccc3)cc2)cc(OC)c1OC,-13*,-48*,-60*,-1.6*,-36*,-55*,10,-45*
COc1ccc(C(=O)c2cc3c(N)c(C(=O)Nc4cccc(OC)c4)sc3nc2C)cc1,47,1.9*,38,16,36,29,50,15
COc1cc(C(N)=O)c(OC)c2c1OCO2,105,108,115,104,100,99,110,107

Screening results: PubChem, NCI
